Fh CTSL1 inh: counter-screen for PFM18AAP inhibitors: inhibitors of F. hepatica cathepsin L1; recombinant F. hepatica cathepsin L1, Z-Leu-Arg-MCA fluorescence; inhibition, % at 5.96 µM; hit rate 0.49% among 300,000; AID 1906;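 active = inhibition above the mean of all tested compounds plus 3 SD, set per screening campaign, cut at about 17% in these data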;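 note: 0% = plate median of test compound wells and 100% = 1 µM Z-Phe-Ala-diazomethylketone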
PP5 inh: inhibitors of human protein phosphatase 5 (PP5); P53041; purified PP5c, OMFP substrate fluorescence; inhibition, % at 6.7 µM; hit rate 0.18% among 320,000; AID 1987;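 active = inhibition above the campaign's mean inhibition across all tested compounds plus 3 SD, cut at about 9.5% in these data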;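 note: 0% = DMSO only and 100% = 100 µM cantharidin control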
VLA-4 inh: inhibition in a human VLA-4 binding assay; P13612; VLA-4 expressing cells, ligand binding flow cytometry; inhibition, % (about 7 µM as worked out from the volumes in the protocol); hit rate 0.2% among 330,000; in the data active = inhibition above about 50%
PP1 counter: PP1-alpha (human) inhibition in PP5 counter-screen; hit rate 0.9% among 320,000; purified PP1alpha, OMFP fluorescence; inhibition, % at 6.7 µM;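 active = inhibition above the mean inhibition of all tested compounds plus 3 SD, computed separately for each screening campaign, cut at about 15% in these data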
Target sequence (P62136 whole entry, looked up): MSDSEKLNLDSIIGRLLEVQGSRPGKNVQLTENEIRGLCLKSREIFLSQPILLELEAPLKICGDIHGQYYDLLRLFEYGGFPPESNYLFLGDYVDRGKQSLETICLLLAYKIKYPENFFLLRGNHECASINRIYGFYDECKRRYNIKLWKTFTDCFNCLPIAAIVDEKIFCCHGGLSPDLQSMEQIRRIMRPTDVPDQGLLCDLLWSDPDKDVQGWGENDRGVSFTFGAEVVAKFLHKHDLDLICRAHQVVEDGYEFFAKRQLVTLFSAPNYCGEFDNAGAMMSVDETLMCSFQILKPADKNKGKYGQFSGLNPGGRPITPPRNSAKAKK
proCasp7 act: counter-screen for procaspase-3 activators: activators of human procaspase-7; P55210; recombinant procaspase-7, Ac-DEVD-pNA absorbance 405 nm; D23A/D198A/D206A triple mutant, cannot self-cleave; scale: DMSO 0, 5 µM enzyme 100; activation, % at 8.5 µM; hit rate 0.093% among 330,000;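 active = percent activation above the screen-wide mean plus 3 SD, cut at about 25% in these data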
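Assay system: Uncleavable procaspase-7 mutant enzyme / Input: 2 µM procaspase-7 mutant as dispensed / Dosing: single nominal 8.5 µM compound dose, 0.8% DMSO final / Timing: 1 h enzyme–compound preincubation and 2 h substrate reaction, both 25 °C / Detection: p-Nitroaniline absorbance at 405 nm, read at 0 and 120 min / Replication: singlicate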
procasp3 activ: activates human procaspase-3; recombinant procaspase-3 D3A, Ac-DEVD-pNA absorbance 405 nm; activation, % at 8.5 µM; hit rate 0.11% among 330,000;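 active = activation above the mean of all tested compounds plus 3 SD, cut at about 21% in these data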;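 note: 0% = DMSO alone and 100% = DMSO wells spiked with extra 5 µM PC-3 D3A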
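Assay system – Procaspase-3 D3A mutant · Benchmarks – DMSO low control, extra-enzyme high control · Technique – 405 nm absorbance of p-nitroaniline, reads at 0 and 120 min · Doses – 8.5 µM nominal · Measure – % activation between DMSO and enzyme-spiked controls · Also added – Ac-DEVD-pNA chromogenic peptide substrate · Schedule – 1 h compound preincubation, 2 h substrate hydrolysis at 25 °C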
JMJD2C inh: human JMJD2C demethylase inhibition. Q9H3R0. GST-JMJD2C(1-420) H3K9me3 demethylation, DELFIA europium. inhibition, % at 2.35 µM. hit rate 0.069% among 330,000;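 active = more than half of a compound's replicate wells show inhibition beyond 50%, single wells judged on their own value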;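 note: signal counts dimethyl H3K9 product captured on neutravidin plate; 0% = median of DMSO wells and 100% = 0.3 times that DMSO median; strong numbers were not always called active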
HCV core dimer: blocks dimerization of HCV core protein; TR-FRET GST/Flag-core106 dimerization, 1536-well; inhibition, % at 5 µM; hit rate 0.33% among 300,000;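 active = inhibition above the mean of all tested compounds plus 3 SD, set per screening campaign, cut at about 45% in these data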
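assay system = GST-tagged and Flag-tagged HCV core protein residues 1-106 | controls = unlabelled core106 and no-GST-core106 wells | incubation = compound-protein-antibody incubation 4 h at 22.5 °C | probe or stimulus = Eu donor and XL665 acceptor anti-tag antibodies | read-out = % inhibition based on acceptor/donor emission ratio | signal = TR-FRET 671 and 617 nm emission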
GRK2 inh: blocks RNA aptamer binding to human GRK2. P25098. bead flow cytometry, FAM-aptamer displacement from GRK2. inhibition of aptamer binding, % at 10 µM. hit rate 0.59% among 330,000. AID 488847;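 active = inhibition of aptamer binding above 40%, roughly 3 SD of noise, on plates passing a quality check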;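 note: median bead fluorescence of bound FAM aptamer so fluorescent compounds give negative values; no value below 0 was filed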
Target sequence (P25098 whole entry, looked up): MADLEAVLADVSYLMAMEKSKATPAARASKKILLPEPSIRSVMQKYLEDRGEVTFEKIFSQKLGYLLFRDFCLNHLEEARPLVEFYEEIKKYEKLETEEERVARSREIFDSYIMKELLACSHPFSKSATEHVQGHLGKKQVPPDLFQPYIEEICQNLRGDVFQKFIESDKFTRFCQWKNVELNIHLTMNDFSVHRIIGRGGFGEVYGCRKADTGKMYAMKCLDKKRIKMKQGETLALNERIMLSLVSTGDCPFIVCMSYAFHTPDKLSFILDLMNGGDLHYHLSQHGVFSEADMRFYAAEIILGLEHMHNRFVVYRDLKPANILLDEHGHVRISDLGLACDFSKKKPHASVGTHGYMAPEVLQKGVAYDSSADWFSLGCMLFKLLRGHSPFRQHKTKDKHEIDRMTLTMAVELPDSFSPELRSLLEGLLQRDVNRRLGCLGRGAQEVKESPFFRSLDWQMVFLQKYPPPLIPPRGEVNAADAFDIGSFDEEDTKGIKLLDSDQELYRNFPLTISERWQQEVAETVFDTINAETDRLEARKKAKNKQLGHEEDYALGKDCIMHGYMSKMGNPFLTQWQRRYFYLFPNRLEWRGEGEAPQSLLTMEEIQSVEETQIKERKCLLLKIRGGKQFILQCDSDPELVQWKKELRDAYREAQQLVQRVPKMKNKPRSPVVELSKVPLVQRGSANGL
An asterisk follows results filed as active; i = inactive; . = not tested or not shown.

Compound,procasp3 activ,GRK2 inh,proCasp7 act,PP1 counter,VLA-4 inh,HCV core dimer,JMJD2C inh,PP5 inh,Fh CTSL1 inh
Cc1ccc(NS(=O)(=O)c2ccc3c(c2)C(=O)c2ccccc2C3=O)c(C)c1,-16,3,8,3,-4,5,13,2.3,0
O=Cc1ccc2ccc3cccnc3c2n1,0,6,12,11,11,7,14,0.0,-1
COc1cc(/C=N/NC(=O)CCc2n[nH]c(=O)[nH]c2=O)cc(OC)c1OC,6,4,9,-3,-19,-11,4,-1.8,7
Cc1cc2cc(CN3C(=O)c4ccccc4C3=O)ccc2[nH]1,-10,11,-16,-2,7,-2,2,4.9,-1
CC(/C=C/c1cccs1)=C\C(=O)O,4,0,-5,-1,17,-8,-6,-2.2,1
O=C(N/N=C/c1c(O)ccc2ccccc12)c1cccnc1,-12,0,-34,9,-22,-2,0,2.2,-3
CC(=O)Nc1ccc(OC(F)(F)C(F)F)c(NC(C)=O)c1,4,1,5,-4,7,-3,26,2.0,0
COc1ccc(/C(O)=C2/C(=O)C(=O)N(CCCN3CCOCC3)C2c2ccc(N(C)C)cc2)cc1 (configuration not stated),14,1,-34,4,0,9,4,3.0,-4
Cc1ccc(CN2CC(C(=O)O)CC2=O)cc1 (configuration not stated),2,2,6,0,-21,-2,3,0.0,-5
CC(=O)Nc1cccc(-c2nc3ccccc3[nH]2)c1,5,0,1,1,-2,-8,2,-0.1,1
COc1ccc(S(=O)(=O)Nc2ccccc2C(=O)NCc2ccco2)cc1,-2,1,-5,-2,6,1,8,-2.8,5
CCOC(=O)c1ccc(NC(=O)CN(Cc2ccc(Cl)cc2)S(C)(=O)=O)cc1,1,0,13,0,8,0,2,2.8,3
COc1cccc(NC(=O)c2cc(-c3ccncc3)nc3c(C)cc(C)cc23)c1,-2,1,7,9,0,14,-1,3.5,-1
Cc1ccc(CNC(=O)C(NS(=O)(=O)c2cccs2)C(C)C)cc1 (configuration not stated),5,2,2,-6,-3,5,2,3.0,-2
COc1ccccc1CCNC(=O)CSc1nnc2ccc(-c3cccnc3)nn12,15,20,6,-6,4,-49,-6,1.0,-2
CNC(=S)N1N=C(c2ccc(C)cc2)CC1c1ccc(N(C)C)cc1 (configuration not stated),-3,0,-42,2,2,8,-13,1.9,1
c1ccc(Cn2c(-c3ccccc3)nc3nc4ccccc4nc32)cc1,-3,2,-8,3,-10,7,2,2.1,3
CC(Sc1ccc2c(c1)OCCO2)C(=O)Nc1ncc(Cl)cc1Cl (configuration not stated),3,2,-2,2,0,-11,-7,1.6,4
Cn1c2ccccc2c(=O)c2c(=O)n(Cc3ccccc3)c(-c3ccc(F)cc3)nc21,0,0,11,0,-3,27,.,-1.7,-4
Cn1c(=O)c2c(ncn2CC(=O)N/N=C/C(Br)=C/c2ccccc2)n(C)c1=O,4,0,6,2,20,-7,-32,0.7,-1

(next part)
Compound,procasp3 activ,GRK2 inh,proCasp7 act,PP1 counter,VLA-4 inh,HCV core dimer,JMJD2C inh,PP5 inh,Fh CTSL1 inh
Cc1ccc(NC(=O)CSc2nc3ccccc3c(=O)n2CCCC(=O)N2CCCC2)cc1,4,2,4,4,-2,2,14,-1.3,-1
CCOC(=O)c1c(-c2ccc(-c3ccccc3)cc2)csc1NC(=O)C1C2CCC(O2)C1C(=O)O (configuration not stated),-2,0,-14,22*,-13,46*,57,11*,2
Cc1ccc(NC(=O)CN2C(=O)NC3(CCc4ccccc43)C2=O)cc1 (configuration not stated),-1,0,-1,-5,-11,1,-2,0.7,-7
O=C(Cc1ccc([N+](=O)[O-])cc1)N/N=C/c1ccccc1F,2,0,-4,3,6,4,12,-1.6,6
Cc1ccc(C(=O)Cc2nnc(C)s2)cc1,5,0,-5,-3,12,1,4,2.6,-4
COc1ccc(NC(=O)CN(C)C(=O)c2cc3c(cc2Cl)N2CCCCCC2=NS3(=O)=O)cc1,-27,2,-1,-4,-1,-2,13,0.3,1
COc1cc(C(CC(=O)N2CCCC2)c2c(OC)cc(OC)c3c(-c4ccccc4)cc(=O)oc23)cc(OC)c1OC (configuration not stated),2,2,-5,7,-6,14,-6,5.6,4
Cc1ccc(C)c(CSCC(=O)NCc2cccs2)c1,-6,0,6,-3,-4,4,0,2.1,4
Cn1cc(CCC(=O)N2CCCC(C(=O)c3cccc4ccccc34)C2)cn1 (configuration not stated),0,0,8,-2,-1,-1,-5,1.9,4
CCC(Sc1nc2n[nH]c(C)c2c(=N)n1-c1cccc(Cl)c1)C(=O)NCCOC (configuration not stated),11,1,9,-1,-2,0,-1,0.1,2
O=c1c(-c2n[nH]c(=S)o2)cccn1Cc1ccccc1,-17,4,-15,7,1,-2,-18,-0.5,2
CC(NC(=O)COC(=O)C12CC3CC(CC(O)(C3)C1)C2)c1ccccc1 (configuration not stated),2,1,2,.,0,.,2,.,.
O=C(Cn1cnc2ccccc2c1=O)NCCC(=O)Nc1ccc2c(c1)OCCO2,1,1,3,1,-4,-2,2,-1.4,3
COc1ccc(-c2nn(-c3ccccc3)cc2N)cc1,-4,0,4,-1,14,0,-5,-2.1,0
COc1ccc(N=C2C(=Nc3ccc(OC)cc3)N(c3ccc(N(C)C)cc3)C(=S)N2c2ccc(OC)cc2)cc1,3,0,-10,-4,-5,16,2,2.1,-1
Cc1nc2nc(SCC(=O)N3CCOCC3)nn2c(C)c1Cc1c(F)cccc1Cl,3,1,6,0,-2,13,-7,-0.8,1
O=C(Cn1cnc2ccccc2c1=O)NC1CCS(=O)(=O)C1 (configuration not stated),-10,1,7,-3,15,2,-8,-3.6,2
CN1C(=O)/C(=C2\SC(N)=NC2=O)c2ccccc21,-4,0,3,2,0,-3,20,0.0,-4
Nc1nc(SCC(=O)N2CCCC2)[nH]c(=O)c1-c1ccccc1,3,4,-2,-3,-6,0,-16,-0.6,-2
Cn1c(CNC(=O)c2ccc(Cl)cc2)nnc1SCC(=O)NC1CCCC1,5,0,2,-2,11,2,-27,-1.4,-4

The list goes on.
Compound,procasp3 activ,GRK2 inh,proCasp7 act,PP1 counter,VLA-4 inh,HCV core dimer,JMJD2C inh,PP5 inh,Fh CTSL1 inh
Nc1nc2nc[nH]c2c(=O)[nH]1,4,0,-2,-2,14,8,-28,-0.5,0
Cc1ccc(NC(=O)c2ccccc2)s1,7,0,-6,0,7,-6,6,-0.8,0
COc1ccc(NC(=O)CSc2nc3sc(C)cc3c(=O)n2C)cc1,10,1,2,0,0,-6,-38,1.1,0
CC(C)C(=O)Nc1nnc(S(=O)(=O)N2CCc3ccccc32)s1,6,0,-5,0,-7,0,15,4.2,1
CCS(=O)(=O)Nc1cccc(C2=NN(S(C)(=O)=O)C(c3ccccc3)C2)c1 (configuration not stated),-2,0,11,2,-47,4,-13,-2.9,1
CCOC(=O)CSc1nc2cc(C(F)(F)F)cnc2n1C,4,3,2,-2,11,-1,2,3.3,-1
NC1=NC(=O)CC(C(=O)NCCc2ccccc2)S1 (configuration not stated),-30,0,-20,2,-2,7,-86,-0.8,-1
O=C(c1ccc2ccccc2c1)N1CCN(S(=O)(=O)/C=C/c2ccccc2)CC1,12,0,-1,4,-9,13,-11,4.3,0
O=C(CCCCC(=O)NNC(=O)COc1ccccc1)NNC(=O)COc1ccccc1,-1,0,1,0,-11,3,5,2.3,-8
O=C(O)c1cncc(C#Cc2ccccc2)c1,-1,2,-4,-6,-4,4,11,-1.5,0
Cc1cc(N2CCN(c3ccccc3)CC2)nc2ccccc12,3,1,-3,2,9,0,-13,-0.3,2
CCN(CC(=O)Nc1c(F)cccc1F)C(=O)c1cccc(S(=O)(=O)N2CCCCCC2)c1,15,0,1,-4,1,.,4,-3.4,.
COCCNC(=O)COC(=O)/C=C/c1cnc2ccccc2n1,-2,0,2,-3,10,-5,-3,1.3,6
CCC(CO)Oc1cc(NCc2ccccn2)c2ncn(C(C)C)c2c1 (configuration not stated),-2,0,-5,.,-1,.,-1,.,.
CC(=O)c1ccc(-c2nnc(CCC(=O)N(C)Cc3cccc4cnccc34)o2)s1,7,0,4,9,14,-1,5,-1.8,4
CN(CCOC(=O)c1ccccc1)Cc1ccccc1,-2,0,9,4,8,-7,14,3.0,-2
CCOC(=O)c1c(-c2ccccc2)csc1NC(=O)c1ccc(S(=O)(=O)N2CC(C)OC(C)C2)cc1 (configuration not stated),0,1,11,2,12,0,6,0.0,-2
CC(=O)N(C)c1ccc(NC(=O)N2CCOCC2)cc1,10,1,10,1,13,-1,-10,2.7,-5
COCCNS(=O)(=O)c1ccc(-c2ccc(C)cc2)cc1,2,0,1,-1,1,2,1,-1.7,-1
Cn1c(=O)c2c(O)c([N+](=O)[O-])c(=O)n(C)c2n(C)c1=O,6,0,-2,-1,1,1,-10,1.7,-4

For reference, three of the compounds above:
Compound,procasp3 activ,GRK2 inh,proCasp7 act,PP1 counter,VLA-4 inh,HCV core dimer,JMJD2C inh,PP5 inh,Fh CTSL1 inh
CC(=O)N(C)c1ccc(NC(=O)N2CCOCC2)cc1,10,1,10,1,13,-1,-10,2.7,-5
COCCNS(=O)(=O)c1ccc(-c2ccc(C)cc2)cc1,2,0,1,-1,1,2,1,-1.7,-1
Cn1c(=O)c2c(O)c([N+](=O)[O-])c(=O)n(C)c2n(C)c1=O,6,0,-2,-1,1,1,-10,1.7,-4

More entries:
Compound,procasp3 activ,GRK2 inh,proCasp7 act,PP1 counter,VLA-4 inh,HCV core dimer,JMJD2C inh,PP5 inh,Fh CTSL1 inh
Cc1ccc2[nH]c(=O)c(CN(C(=O)c3cccs3)c3ccccc3)cc2c1,1,0,2,2,14,13,5,1.2,4
O=C(NCC1CCCN1S(=O)(=O)c1cccs1)c1cccc([N+](=O)[O-])c1 (configuration not stated),5,0,3,-1,7,-1,i,-1.2,6
Cc1ccc(CNC(=O)C2CCC(=O)N(CCc3cccc(F)c3)C2)cc1 (configuration not stated),-2,0,15,3,2,2,9,0.5,0
COc1ccccc1C1CC(c2ccc(NS(C)(=O)=O)cc2)=NN1S(=O)(=O)c1ccccc1 (configuration not stated),-2,2,6,-4,10,9,-13,2.3,2
CCOC(=O)CSc1nc(-c2ccccc2)cc(C(F)(F)F)n1,-5,3,3,5,-5,2,9,6.3,10
CCc1nn(C(C)C(=O)NCCc2ccc(OC)c(OC)c2)c(=O)c2cc3occc3n12 (configuration not stated),8,1,2,-3,9,0,7,3.8,2
Cc1cccc2sc(N(CCCN(C)C)C(=O)c3ccc(C(=O)c4ccccc4)cc3)nc12,-4,0,-1,10,-13,-12,-4,0.8,3
CN(C)S(=O)(=O)N1CCC(CO)(Cc2cccc(C(F)(F)F)c2)CC1,3,2,-1,-1,5,-1,7,1.4,1
O=C(NC(n1ccc(=O)[nH]c1=O)C(Cl)(Cl)Cl)C12CC3CC(CC(C3)C1)C2 (configuration not stated),-1,0,0,-2,-7,5,1,2.3,-3

Screening data deposited in PubChem BioAssay by several laboratories.
